HSF-1 act = increases HSF-1 driven luciferase reporter signal. NIH3T3-HGL HSF-1 luciferase reporter, MG132, 8 h; 100% = twice DMSO control signal. activation, % at 9 µM. actives 1.7% (n = 300,000);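 active means mean replicate activation of at least 50% with a set share of replicates each reaching 50%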;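 further: 0% = median of the neutral control wells and 100% = twice that signal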
KLF5 inh = inhibitors of KLF5 expression; DLD-1 KLF5 promoter-luciferase reporter, luminescence; inhibition, % at 5 µM; actives 0.23% (n = 290,000);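 active means inhibition above a per-plate limit of that plate's mean compound inhibition plus 3 SD, cut at about 60% in these data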;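 further: 0% = DMSO wells and 100% = LY294002 at 200 µM; higher means less KLF5 promoter-driven luciferase light; inactives centre near -14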
aSyn UTR inh = 5' untranslated region of α-synuclein, MLPCN primary screen; alpha-synuclein 5'UTR reporter, inhibitor activity; actives 0.82% (n = 300,000); inhibition, % (tested at 7.5 µM); in the data active means inhibition above about 60%;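 further: H4 neuroglioblastoma cells stably carrying SNCA 5'UTR luciferase fusion; 0% = DMSO wells and 100% = positive control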
HSP90 inh = blocks HSP90-mediated luciferase refolding in reticulocyte lysate | Rabbit reticulocyte lysate, luciferase refolding luminescence, 3 h | inhibition, % at 5.6 µM | actives 0.91% (n = 290,000);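 active means inhibition above the screen-wide mean plus 3 SD, computed separately per campaign, cut at about 16% in these data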;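 further: 0% = DMSO wells and 100% = 60 µM geldanamycin wells; inhibitors lower the luminescence because luciferase stays unfolded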
HIF act = HIF pathway transcriptional activation; U2OS HRE-luciferase reporter, luminescence; normalized: DMSO 0%, desferrioxamine 100%; activation, % at 7.5 µM (by protocol); actives 0.32% (n = 300,000);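 active means mean activation of at least 10% of the iron chelator positive control signal, with at least half of replicates also reaching 10%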
HSF1 inhib = HSF1 inhibition; NIH3T3-HGL HSE-luciferase, MG132-induced, luminescence 8 h; stronger effect = lower value; activity change, negative = inhibition, % at 7.5 µM (by protocol); actives 0.77% (n = 300,000);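 active means more than half of replicate wells show activity change below -50%, luminescence cut by over half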;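 further: luciferase reports HSF-1 transcriptional activity via heat shock element; 0% = median of DMSO wells and -100% = zero luminescence signal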
IEC-6 cytotox = kills IEC-6 intestinal cells in KLF5 counter-screen; IEC-6 cytotoxicity, luminescence viability; inhibition, % at 5 µM; actives 0.78% (n = 290,000); AID 1825; in the data active means inhibition above about 22%;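 further: 0% = plate median of test compound wells and 100% = cytotoxic reference compound wells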
Platelet DG rel = platelet dense granule release activity. human platelet-rich plasma, SFLLRN dense granule ATP release, luminescence. inhibition, %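 (compounds screened at 7.5 µM in platelet-rich plasma)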. actives 0.22% (n = 300,000);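 active means mean replicate score, as percent of positive control, at or above 50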
AI-2 QS mod = modulates the Vibrio harveyi AI-2 quorum sensing system; Vibrio harveyi JMH597 AI-2 luminescence/OD600 ratio, 9 h; stronger effect = lower value; strain lacks LuxN and CqsS sensors; 0 = neutral-control median; actives 0.4% (n = 300,000); activity change, % at 7.5 µM; in the data active means activity change below about -75%, passing the limit was not always enough;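 further: luminescence divided by OD600 gain over 9 h not by final OD600 alone; inactives centre near 13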
SKKanGAS inh = SKKanGAS growth inhibition | S. pyogenes SKKanGAS, kanamycin growth, BacTiter-Glo, 6 h | inhibition, % at 7.5 µM | actives 1.3% (n = 300,000);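 active means mean replicate score, as percent of positive control median, at least 50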;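 further: strain carries kanamycin resistance gene driven by streptokinase promoter and grows in 40 µg/ml kanamycin; loss of luminescence reflects streptokinase promoter inhibition or plain growth inhibition; 0% = median of DMSO wells and 100% = positive control at its reference dose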
The depositor's hits bear a star; / = no result given.

SMILES	HSF-1 act	KLF5 inh	aSyn UTR inh	HSP90 inh	HIF act	HSF1 inhib	IEC-6 cytotox	Platelet DG rel	AI-2 QS mod	SKKanGAS inh
O=C(/C=C/c1ccc2c(c1)OCO2)NCCSCc1cccc(Cl)c1	7	-22	2	0	-0.3	-6	-2	-1	20	-6
CC(C)CCC(C(=O)O)C(C)CC(=O)Nc1ccn(-c2ccccc2)n1 (centres undefined)	-34	-8	-7	-1	-0.2	-15	3	1	-7	9
COC(=O)c1c(NC(=O)c2ccc(OC(C)C)cc2)sc2c1CC(C)(C)NC2(C)C	-1	-17	103*	14	-0.4	0	0	1	3	5
COc1ccccc1NC(=O)CN1C(=O)NC(C)(C)C1=O	14	-13	13	0	-0.3	-4	-6	5	19	6
C=CCC(C(=O)OC)(C(=O)OC)c1ccc([N+](=O)[O-])cn1	-49	9	-22	3	-0.2	-33	3	-6	-19	-8
Cc1cc(C(=O)OCC(=O)Nc2cccc(S(=O)(=O)N(C)C)c2)c(C)o1	-6	-32	0	-3	-0.9	-5	-6	-7	-89*	-11
COc1ccc(NC(=O)CN(C)C(=O)/C=C/c2ccc(OCc3ccccc3)cc2)cc1	-18	2	3	3	-1.4	-6	-6	0	25	-4
O=S(=O)(c1cccc(-c2nc3n(n2)Cc2ccccc2-3)c1)N1CCCC1	-11	-21	-51	0	0.1	-4	-2	-28	4	-1
O=c1cc(O)nc(SC23CC4CC(CC(C4)C2)C3)[nH]1	-9	-28	9	-2	0.0	-5	0	7	29	25
CCCc1ccc(OCC(O)CN2CCN(C(=O)OCC)CC2)cc1 (centres undefined)	-11	-9	18	0	1.5	6	10	-3	4	-3
COC(=O)c1scc(C)c1N/N=C(\C)c1cc(F)c(Cl)cc1F	-4	-20	-1	5	0.0	-1	1	4	19	-2
O=C(c1ccc(Cl)c(S(=O)(=O)N2CCCCC2)c1)N1CCCCCC1	-12	-29	7	3	-0.6	0	0	-7	4	3
COc1ccc(C(O)P(=O)(OC(C)C)c2ccc(N(C)C)cc2)c(OC)c1 (centres undefined)	26	-19	-13	-2	0.1	4	0	6	50	-6
O=C(NCC1COc2ccccc2O1)Nc1ccccc1F (centres undefined)	4	5	-18	1	0.6	6	4	-1	27	3
Cc1ccsc1/C=C1/SC(N2CC(C)OC(C)C2)=NC1=O (centres undefined)	52*	-28	-2	-1	0.3	25	-1	22	25	14
CC(=O)c1ccc(N2CCN(S(=O)(=O)c3ccc4c(c3)CC(C)N4C(=O)C3CC3)CC2)cc1 (centres undefined)	9	-7	15	0	0.3	-1	3	-12	-11	-9
O=C(CN1C(=O)/C(=C/c2ccco2)SC1=S)Nc1ccc(C(=O)O)c(O)c1	-21	-20	-28	0	0.2	-10	-18	3	37	-1
Cc1cccc2nc(=S)n(C(=O)c3ccco3)n12	5	-45	-221	0	2.6	7	4	14	20	3
COc1ccc(C(=O)NCC2(c3ccc(OC)c(OC)c3)CCCC2)c(OC)c1	14	-17	5	-1	-1.0	-1	-6	4	18	0
COc1ccc(CCN2CC(C(=O)N(C)Cc3ccccc3OC)CCC2=O)cc1 (centres undefined)	29	-20	0	3	0.0	8	-5	-20	11	-2
Cc1cccnc1NC1OC(=O)c2ccccc21 (centres undefined)	4	-9	-10	-3	-0.9	-6	-2	3	13	-4
CC(Sc1nnc(Cc2ccc([N+](=O)[O-])cc2)o1)C(N)=O (centres undefined)	7	15	-11	0	-0.4	-6	-1	-5	0	-3
CCOCCCn1c(=N)c(C(=O)NCc2ccc3c(c2)OCO3)cc2c(=O)n3ccccc3nc21	8	-8	-6	4	0.0	2	5	3	21	3
O=C(NC(Cc1ccccc1)C(=O)O)/C(=C\c1ccc(Cl)cc1)NC(=O)c1ccco1 (centres undefined)	46	-22	-3	3	-0.6	6	3	2	16	-3
Cc1cc(C)c(NC(=O)CCn2nnc3ccccc32)c(C)c1	-7	-15	-6	-5	-0.3	1	-6	-3	-2	2
CC1CCCCC1NC(=O)Cn1cccc1C(=O)c1ccccc1 (centres undefined)	9	-20	-5	4	2.4	9	2	0	9	2
O=C(NCc1ccc(F)cc1)C1CCN(S(=O)(=O)c2cccnc2)CC1	11	-14	4	-1	-0.4	-1	-1	0	-28	-5
O=C(CN1C(=O)c2ccccc2S1(=O)=O)NCc1ccc2c(c1)OCO2	1	-34	11	-3	/	-2	-2	15	20	1
Cc1ccc(C(c2cc(Cl)c3cccnc3c2O)N2CCN(C)CC2)cc1 (centres undefined)	11	27	66*	5	3.3	-3	1	1	-169*	51*
Cn1c(CNc2ccccn2)c(C#N)c2ccccc21	9	-5	17	-2	-0.2	0	4	-1	6	-3

An excerpt from above in order of formula weight, largest number first:
SMILES	HSF-1 act	KLF5 inh	aSyn UTR inh	HSP90 inh	HIF act	HSF1 inhib	IEC-6 cytotox	Platelet DG rel	AI-2 QS mod	SKKanGAS inh
COc1ccc(NC(=O)CN(C)C(=O)/C=C/c2ccc(OCc3ccccc3)cc2)cc1	-18	2	3	3	-1.4	-6	-6	0	25	-4
O=C(CN1C(=O)/C(=C/c2ccco2)SC1=S)Nc1ccc(C(=O)O)c(O)c1	-21	-20	-28	0	0.2	-10	-18	3	37	-1
Cc1cc(C)c(NC(=O)CCn2nnc3ccccc32)c(C)c1	-7	-15	-6	-5	-0.3	1	-6	-3	-2	2

HSF-1 act, entries above that show a hit
SMILES	HSF-1 act	KLF5 inh	aSyn UTR inh	HSP90 inh	HSF1 inhib	Platelet DG rel	AI-2 QS mod
Cc1ccsc1/C=C1/SC(N2CC(C)OC(C)C2)=NC1=O (centres undefined)	52*	-28	-2	-1	25	22	25

Going on with the list.
SMILES	HSF-1 act	KLF5 inh	aSyn UTR inh	HSP90 inh	HIF act	HSF1 inhib	IEC-6 cytotox	Platelet DG rel	AI-2 QS mod	SKKanGAS inh
Cc1ccccc1N1CCN(S(=O)(=O)c2ccc3oc(=O)ccc3c2)CC1	-5	-2	12	1	0.0	2	5	-13	-8	-8
Cc1ccc(-c2nc(SCC(=O)NCC3CCCO3)c(-c3ccccc3)[nH]2)cc1 (centres undefined)	-7	-1	19	-5	-0.2	2	9	4	-1	6
NC(=O)Cc1ccc(Nc2nnc(-c3ccc(O)cc3)c3ccccc23)cc1	/	-11	5	0	0.5	/	-1	12	13	1
Cc1ccc(-n2nnnc2SCC(=O)NCCC2=CCCCC2)c(C)c1	22	-23	20	0	-0.2	6	6	8	-3	-8
COc1cccc(C(=O)CSc2nc3ccccc3n2CC(=O)N2CCOCC2)c1	10	-18	-40	-1	0.6	-2	0	-4	5	-2
COc1ccc(C(=O)N/C(=C\c2ccco2)C(=O)NCCN2CCOCC2)cc1	-4	-10	-10	-3	0.4	1	2	3	1	1
O=c1c(N2CCOCC2)nsn1Cc1ccccc1	15	-2	-2	-4	0.1	-5	6	1	8	-5
O=C1Nc2ccccc2C(=O)N2[C@H](c3ccccc3)[C@@H]3C(=O)N(Cc4ccccc4)C(=O)[C@@H]3[C@H]12	44	-15	-12	-3	0.0	20	7	-3	9	-7
COc1cc(N(C)C)c(NC(C)=O)cc1C(=O)O	12	8	0	3	0.3	-9	5	2	4	1
Cc1ccc(C)c(Cn2nnc3c(=O)[nH]c(C(=O)NCc4ccco4)nc32)c1	10	-14	9	2	0.6	1	9	10	13	21
COc1ccccc1C(=O)NC(=O)Nc1cccc(Cl)c1	18	-129	-129	4	3.1	15	17	-1	-8	-4
CCOC(=O)c1sc2nc(COC(=O)c3c(F)cccc3F)[nH]c(=O)c2c1C	-10	-9	0	0	0.2	2	-4	-2	35	4
Cc1onc(C(=O)N2CCC(Cc3ccccc3)CC2)c1[N+](=O)[O-]	-16	-27	-16	11	0.1	-12	2	-1	5	9
CN(C)CCCn1c(=O)n(Cc2ccco2)c(=O)c2c3c(sc21)CCCCC3	-12	2	-14	11	1.1	-9	5	-12	3	-1
COc1ccc(Cl)cc1C(=O)NCCN(C)C	-1	-8	12	0	-0.4	-3	-4	-6	20	-11
COc1ccc(C(=O)NCCc2nnc3ccc(SCC(=O)NCCc4ccc(OC)c(OC)c4)nn23)cc1	8	-31	-3	-2	-0.4	1	-2	4	8	-2
Cc1ccccc1OCCCC(=O)NCc1ccco1	7	4	-10	2	0.2	-12	-5	1	-15	-10
CCCCOc1ccccc1C(=O)N(Cc1ccco1)C1CCS(=O)(=O)C1 (centres undefined)	-10	-3	-30	-3	-0.6	8	2	-7	29	-3
CC(NC(=O)C1CCCN(S(=O)(=O)c2cnc[nH]2)C1)c1ccccc1 (centres undefined)	3	-25	-21	0	/	-1	-3	1	2	-3
CCc1nc(CNC(=O)C2CCC(=O)N(CCc3ccc(OC)cc3)C2)cs1 (centres undefined)	-8	-33	7	-1	-0.1	-5	-5	-5	28	2
Cc1nn(CC(=O)N2CCCCC2)c(=O)c2nn(-c3ccccc3)c(C)c12	5	4	29	5	-0.3	0	-5	-4	-4	-13
CCOc1ccc(C(C)NC(=O)Cc2ccccc2)cc1OCC (centres undefined)	8	-15	22	-5	0.4	-4	-8	-7	26	-8
COC(=O)c1cc(NC(=O)c2ccc(-c3ccccc3)cc2)ccc1Cl	5	12	2	-1	0.5	-1	-8	8	12	-7
COc1ccc(CC(C)N2CCN(Cc3ccccc3)CC2)c(OC)c1 (centres undefined)	-12	-9	-7	0	-0.4	-14	1	-3	4	-10
CCOC(=O)c1ccc(NC(=O)c2ccnn2C)cc1	-25	/	-159	/	2.7	1	/	16	-42	11
CCCCN(C(=O)c1ccco1)C1CCS(=O)(=O)C1 (centres undefined)	2	/	1	/	-2.9	-5	/	/	11	-1
O=C(c1cc(Cl)nc2ccccc12)N1CCCCC1	-24	-14	12	-3	-0.9	-3	0	7	8	3
COc1ccc(NC2CCCN(C(=O)COc3ccc(Cl)cc3C)C2)cc1OC (centres undefined)	3	-23	16	0	-0.2	1	1	-4	7	11
C/C(CC(=O)NCc1ccccc1)=N\NC(N)=S	0	-27	0	1	0.5	8	4	-2	22	-8
COC(=O)CN1C(=O)C2(OCCCO2)c2ccccc21	-14	-3	15	1	0.1	-11	0	4	15	2
COC(=O)C1=C(C(=O)OC)[C@@H]2N(C)c3ccccc3[C@@]23C[C@@H](C(=O)OC)N(C(=O)CC(C)C)C3=N1	-80	/	21	/	0.0	-75*	/	0	7	-1
COC(=O)c1ccc(-n2c(CCC(=O)O)ccc2-c2ccccc2)cc1	12	-1	-9	-1	-0.3	-2	-1	-4	15	2
CC(NC(=O)CSC(=S)N1CCCC1)c1ccc(S(N)(=O)=O)cc1 (centres undefined)	4	/	10	/	0.1	-10	/	-9	25	1
CC(C)(C)CC(C)(C)NC(=S)Nc1ccc2nc(-c3ccccn3)c(-c3ccccn3)nc2c1	23	-3	4	-1	-0.1	14	-5	2	24	14
COc1ccc2cc(CCNC(=O)CCc3ccccc3)c(=O)[nH]c2c1	2	-11	3	4	3.3	-5	6	-2	0	-1
CC(C)NS(=O)(=O)c1ccc(NC(=O)C2CCCCC2)cc1	-3	-2	35	9	0.1	0	-1	-3	23	-7
O=C(CCN1C(=O)/C(=C/c2ccccc2F)SC1=S)NC1C=CS(=O)(=O)C1 (centres undefined)	-3	-6	-62	6	0.2	-3	-1	-8	2	-1
CSCCC1NC(=O)N(CC(=O)Nc2c(Cl)cc(Cl)cc2Cl)C1=O (centres undefined)	-4	-16	-8	0	-1.8	-1	1	-3	22	4
COc1ccc(OCCOc2ccc(C)nc2[N+](=O)[O-])cc1	7	-105	-106	-1	1.9	9	11	-3	10	7
COc1ccc(CCN2C(=O)C(O)=C(C(C)=O)C2c2ccccc2OC)cc1OC (centres undefined)	15	-3	-8	0	-0.1	3	-2	1	9	3
CC(C)(C)NC(=O)CCn1nc(-c2ccc(Cl)cc2)c2ccccc2c1=O	4	-4	12	0	0.8	4	-2	-4	-6	-2
